GSH fluor: compound fluorescence on glutathione beads, profiling panel, artefact control, biophysical, 488/530 nm, flow cytometry; GSH beads flow cytometry, compound fluorescence 488/530 nm; active compounds read high; fluorescence (KMESF) at 10 µM; 0.25% of 190,000 active; AID 1776, 2009; in the data active means fluorescence above about 89;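 further: glutathione beads carrying GST-tagged Bcl family fusion proteins plus one bare bead set; values are compound well signal with DMSO vehicle wells as background; inactives centre near 16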
Bim-Bcl-B: inhibitors of Bim-Bcl-B binding, primary screen, biochemical, multiplexed, human Bcl-2 family. Bcl-2-like protein 10 (Homo sapiens), Q9HD36. inhibition, % at 10 µM. bead-based flow cytometry, Bim peptide-Bcl-B binding. 0.073% of 190,000 active;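 further: 0% = tracer peptide without compound and 100% = reference inhibitor peptide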
Target sequence (Q9HD36 whole entry, looked up): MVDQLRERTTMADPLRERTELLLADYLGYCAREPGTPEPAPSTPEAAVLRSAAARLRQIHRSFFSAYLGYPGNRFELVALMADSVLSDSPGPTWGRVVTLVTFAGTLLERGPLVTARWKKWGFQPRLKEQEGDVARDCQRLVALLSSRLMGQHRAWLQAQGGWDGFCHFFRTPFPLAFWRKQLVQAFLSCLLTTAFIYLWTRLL
RGS7-Gao reg: RGS7-Galphao binding modulators, primary screen, biochemical, multiplexed bead flow cytometry | Guanine nucleotide-binding protein G(o) subunit alpha (Homo sapiens), P09471 | actives lie on both sides | binding response (% of control), % at 10 µM | 0.35% of 220,000 active | AID 1439, 2008; in the data active means binding response below about 49% or above about 150%; inconclusive means no clear call, values can overlap the other calls; inactive means in between;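 further: fluorescent Galphao held in activated GDP-AlF4 state binding bead-coupled RGS7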
Target sequence (P09471 whole entry, looked up): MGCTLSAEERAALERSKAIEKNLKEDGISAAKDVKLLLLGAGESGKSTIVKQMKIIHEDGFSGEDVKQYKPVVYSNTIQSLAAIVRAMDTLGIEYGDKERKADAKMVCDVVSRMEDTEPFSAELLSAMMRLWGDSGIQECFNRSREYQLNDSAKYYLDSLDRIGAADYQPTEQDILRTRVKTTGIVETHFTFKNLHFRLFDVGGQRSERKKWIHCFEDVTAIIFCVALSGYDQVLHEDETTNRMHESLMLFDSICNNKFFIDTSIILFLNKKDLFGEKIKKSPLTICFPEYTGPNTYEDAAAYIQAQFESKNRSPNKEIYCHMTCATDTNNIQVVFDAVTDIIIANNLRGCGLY
Bcl-W Bim block: inhibitors of Bim binding to Bcl-W, primary screen, biochemical, multiplexed, bead-based flow cytometry; Bcl-2-like protein 2 (Homo sapiens), Q92843; Bim peptide-Bcl-W binding; AID 952, 2007; inhibition, % at 10 µM; 0.02% of 190,000 active;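 further: 0% = bound tracer without compound and 100% = peptide blocker; higher means less fluorescent Bim peptide bound to Bcl-W beads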
Target sequence (Q92843 whole entry, looked up): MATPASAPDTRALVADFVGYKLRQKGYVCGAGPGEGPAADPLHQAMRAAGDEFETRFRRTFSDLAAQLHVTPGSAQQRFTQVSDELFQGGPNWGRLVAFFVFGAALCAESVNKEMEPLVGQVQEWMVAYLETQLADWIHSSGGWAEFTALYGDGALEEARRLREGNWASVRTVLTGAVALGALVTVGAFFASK
RGS8-Gao: RGS8-Galphao binding modulators, primary screen, biochemical, multiplexed bead flow cytometry; actives lie on both sides; AID 1423, 2008; 0.34% of 220,000 active; response (percent of control binding), % at 10 µM; in the data active means response below about 60% or above about 140%; inactive means in between;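 further: Galphao activated as the GDP aluminium fluoride complex binding bead-coupled RGS8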
RGS4-Gao reg: modulators of RGS4 binding to Galphao, primary screen, biochemical, multiplexed bead flow cytometry; actives lie on both sides; binding response (% of control), % at 10 µM; 0.33% of 220,000 active; in the data active means binding response below about 49% or above about 150%; inactive means in between;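 further: fluorescent Galphao activated with aluminum fluoride binding bead-coupled RGS4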
Bim-Bcl-2: inhibitors of Bim-Bcl-2 binding, primary screen, biochemical, multiplexed, human Bcl-2 family; 0.06% of 190,000 active; Bead-based flow cytometry, Bim peptide-Bcl-2 binding; inhibition, % at 10 µM; in the data active means inhibition above about 40%; inconclusive means no clear call, values can overlap the other calls;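 further: 0% = no compound wells with probe peptide and 100% = reference peptide inhibitor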
Bcl-XL Bim block: inhibitors of Bim-Bcl-XL binding, primary screen, biochemical, multiplexed, bead flow cytometry, human Bcl-XL; 0.04% of 190,000 active; inhibition, % at 10 µM; Bcl-2-like protein 1 (Homo sapiens), Q07817; AID 1007, 2008; Bim peptide-Bcl-XL binding, fluorescence
Target sequence (Q07817 whole entry, looked up): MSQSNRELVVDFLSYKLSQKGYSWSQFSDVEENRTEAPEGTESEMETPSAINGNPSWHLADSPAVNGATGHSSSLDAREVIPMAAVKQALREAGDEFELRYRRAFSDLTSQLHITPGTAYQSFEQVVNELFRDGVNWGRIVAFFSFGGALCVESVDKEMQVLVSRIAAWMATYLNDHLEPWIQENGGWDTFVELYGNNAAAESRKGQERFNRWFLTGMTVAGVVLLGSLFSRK
Bfl-1 Bim block: inhibitors of Bim binding to Bfl-1, primary screen, biochemical, multiplexed, bead-based flow cytometry | Bim-Bfl-1 binding inhibition | 0.12% of 190,000 active | Bcl-2-related protein A1 (Homo sapiens), Q16548 | inhibition, % at 10 µM;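 further: 0% = wells without compound plus tracer and 100% = blocker peptide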
Mcl1-Bid inh: Mcl-1/Bid binding inhibitors, primary screen, biochemical, TR-FRET, 1536-well | Induced myeloid leukemia cell differentiation protein Mcl-1 (Homo sapiens), Q07820 | TR-FRET Mcl-1/Bid-Dy647 peptide binding | inhibition, % at 21.7 µM | 0.97% of 220,000 active;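 active means compounds that cut the binding signal by more than half at the single screening dose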;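 further: His-tagged Mcl-1 with europium anti-His antibody binding Bid BH3 peptide; 0% = Mcl-1 plus peptide wells and 100% = peptide-only wells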
Bim-Mcl-1: inhibitors of Bim peptide binding to Mcl-1, primary screen, biochemical, bead-based flow cytometry, multiplex. Induced myeloid leukemia cell differentiation protein Mcl-1 (Homo sapiens), Q07820. Bim peptide-Mcl-1 binding. inhibition, % at 10 µM. 0.1% of 190,000 active;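 further: 0% = no compound tracer wells and 100% = peptide blocker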
* hit, by the source's call; ? = inconclusive. Unless noted, no stated cut-off is given here; in the data, active means inhibition above about 40%.

SMILES	GSH fluor	Bim-Bcl-B	RGS7-Gao reg	Bcl-W Bim block	RGS8-Gao	RGS4-Gao reg	Bim-Bcl-2	Bcl-XL Bim block	Bfl-1 Bim block	Mcl1-Bid inh	Bim-Mcl-1
C=C(C)CN(CC)C(=O)CCc1nnc(CCCc2ccccc2)o1	10	4	102	1	102	100	2	1	1	-12	21
Cc1ccc2c(c1)nc(NCCO)n2C	27	-8	103	0	103	106	-7	-7	-17	-11	-4
COc1cc(-c2c(C#N)c(N)nc3c2c(C)nn3-c2ccc(C)c(C)c2)cc(OC)c1OC	25	-1	98	2	97	101	-3	-2	1	-10	0
OC1C=CSc2nc3ccccc3n21 (stereo not drawn)	21	-10	106	0	103	106	-7	-7	-18	-36	-4
Cc1ccc[n+](C2C(c3ccc([N+](=O)[O-])cc3)C(C#N)=C([S-])NC2(O)C2CC2)c1 (stereo not drawn)	10	-13	96	5	101	107	1	-9	18	-18	-5
Cc1cc(C(=O)Nn2cnc3ccccc3c2=O)ccc1[N+](=O)[O-]	11	-3	90	-3	97	92	0	-1	3	-10	-6
COc1ccc(/C=N/Nc2cc(=O)n(C)c(=O)n2C)cc1OC	8	11	98	16	96	96	14	22	18	-33	15
Cc1nc2ccccc2n1CCOc1ccc([N+](=O)[O-])cc1	13	-4	94	-1	105	98	-1	0	-9	-20	-2
CCOC(=O)N1CCN(/C=C(\C#N)c2nc3ccccc3s2)CC1	45	-24	108	-14	103	104	-21	-17	-33	-10	-19
CC(=O)N1CCN(CC(=O)Nc2ccccc2Sc2ccccc2)CC1	9	-7	92	-4	94	93	-5	-8	1	-5	-9
Cc1ccc(-n2ncc3c(=O)n(CC(=O)N4CCN(c5ccccc5F)CC4)cnc32)cc1C	18	-9	103	-3	105	99	-2	-5	1	-4	-1
Cn1c(SCC(=O)OC2CCCCC2)nnc1-c1ccc(S(=O)(=O)N2CCCC2)cc1	23	-9	92	-3	97	92	-7	-8	-23	-5	-8
O=C(Nc1ccc(F)cc1)c1cc(-c2ccccc2)no1	10	-1	89	0	101	96	0	-3	-4	-1	1
Cc1nnc(N(C(=O)c2cnccn2)c2ccccc2)s1	17	-9	96	-1	101	99	-7	-4	-11	1	-2
O=C(Nc1ccc(N2CCCC2)c(Cl)c1)c1ccco1	18	-7	102	-4	99	99	11	-4	1	-26	0
COc1ccc(-c2[nH]ncc2CN(C)Cc2c(C)n[nH]c2C)c(OC)c1	10	2	?	0	98	93	1	-2	6	-36	0
CCOc1cc(C(C#N)N2CCCCC2)ccc1OC (stereo not drawn)	34	0	98	0	101	100	-2	2	-2	-9	-1
COc1cc(OC)cc(C(=O)N2CCN(Cc3ccccc3C(F)(F)F)CC2)c1	25	-2	102	-4	108	102	-8	-2	-3	67*	-2
Cc1cc(C(F)F)nn1CC(=O)Nc1cc([N+](=O)[O-])ccc1F	10	-5	94	-5	96	97	-3	-7	-2	-9	-6
Cc1cc(Br)ccc1SCC(=O)OCC(=O)NC(C)c1ccccc1 (stereo not drawn)	13	-5	101	-1	94	98	0	0	2	-13	-5
Cc1ccc(N=Nc2c(=O)[nH]n3c(=O)cc(C)[nH]c23)cc1	10	0	95	-4	103	104	0	-2	-1	5	-17
O=C(Nc1ccc(Cl)cn1)C1C(c2ccccc2)C1(Cl)Cl (stereo not drawn)	10	0	96	0	99	96	-2	0	4	-7	-7
Cc1ccc(NC(=O)COC(=O)c2cccnc2)c(C)c1	18	-6	96	-3	104	92	-3	-4	-12	-44	-2
CC(NC(=O)C(=O)NCC1CCCO1)c1ccccc1 (stereo not drawn)	22	-1	103	-1	102	104	-2	-2	-1	-11	0

The final 5 entries of the section above lead into the next:
SMILES	GSH fluor	Bim-Bcl-B	RGS7-Gao reg	Bcl-W Bim block	RGS8-Gao	RGS4-Gao reg	Bim-Bcl-2	Bcl-XL Bim block	Bfl-1 Bim block	Mcl1-Bid inh	Bim-Mcl-1
Cc1cc(Br)ccc1SCC(=O)OCC(=O)NC(C)c1ccccc1 (stereo not drawn)	13	-5	101	-1	94	98	0	0	2	-13	-5
Cc1ccc(N=Nc2c(=O)[nH]n3c(=O)cc(C)[nH]c23)cc1	10	0	95	-4	103	104	0	-2	-1	5	-17
O=C(Nc1ccc(Cl)cn1)C1C(c2ccccc2)C1(Cl)Cl (stereo not drawn)	10	0	96	0	99	96	-2	0	4	-7	-7
Cc1ccc(NC(=O)COC(=O)c2cccnc2)c(C)c1	18	-6	96	-3	104	92	-3	-4	-12	-44	-2
CC(NC(=O)C(=O)NCC1CCCO1)c1ccccc1 (stereo not drawn)	22	-1	103	-1	102	104	-2	-2	-1	-11	0
Cc1ccccc1C(=O)NC=C1C(=O)OC(C)(C)OC1=O	19	-1	?	-7	100	101	-4	-2	-3	-11	-8
CNC(=O)C(Sc1nc(C)nc2c1oc1ccccc12)C(C)=O (stereo not drawn)	8	-7	101	-1	103	106	0	-5	0	-66	-4
COc1cccc(-c2nc(CS(=O)CC(=O)NCc3ccccc3Cl)c(C)o2)c1 (stereo not drawn)	15	-6	100	1	99	101	-2	-3	-8	-4	0
CCNC(=O)COC(=O)c1cc(C)n(-c2ccccc2)c1C	25	-5	104	0	108	102	-3	-5	-2	-48	0
CCC(NC(=S)NCc1ccccc1)C(=O)O (stereo not drawn)	10	-9	96	0	101	99	-11	-6	-9	-18	-2
Cc1nc(N2CCN(C(=O)CCC(=O)O)CC2)c2c(C)c(C)sc2n1	22	-10	99	-2	100	97	-12	-11	-27	-15	-6
COC(=O)C1=C(C)N(c2cc(Cl)cc(Cl)c2)C(=O)C1	6	3	100	-1	95	101	7	-5	10	2	-3
O=C(NN1CCOCC1)c1ccc(Cl)s1	10	-2	101	-3	106	101	-2	0	-7	-21	0
Cc1ccc(O)c(C(=O)c2coc(=N)c(C(=O)NC(C)C)c2)c1	18	-3	100	0	102	102	-1	0	-9	-14	2
O=C(CSc1nc2ccccc2s1)Nc1nccs1	19	0	95	-1	100	96	-4	-1	0	-5	3
O=C(NCc1cccnc1)C(=O)N/N=C/c1ccccc1[N+](=O)[O-]	17	-1	98	4	101	103	1	4	-1	-33	0
CCCn1c(SCC(=O)N2CCc3ccccc32)nnc1-c1ccncc1	45	-27	96	0	100	100	-16	-10	-13	-14	-93
COCCN1CCN(Cc2nc(Cc3ccc(OC)c(OC)c3)no2)CC1	18	-5	97	0	103	100	-2	0	-7	-23	-1
Cc1ccccc1Nc1nc(N)nc(COC(=O)c2ccc(O)cc2)n1	9	-7	102	-2	101	102	-5	-2	-17	-6	-1
CCOc1cccc(-c2nnc(SCC(=O)Nc3ccc(OC)c(OC)c3)n2N)c1	7	-8	107	2	105	105	-6	-5	-4	-13	3
CN(C[C@@H](CC1CCCCC1)N(C[C@H](Cc1ccccc1)N(CCc1ccccc1)N=O)N=O)N=O	21	-4	96	1	100	98	-1	-2	-3	-1	1
CC(C)(C)NC(=O)CSc1nnc(SCC(=O)NC(C)(C)C)s1	18	-1	96	1	101	102	1	0	-4	-35	3
O=C(c1ccccc1)N1CCN(C(=O)c2cc3ccccc3o2)CC1	19	-1	102	-3	99	98	-2	0	-2	-22	-2
Cn1c(N2CCOCC2)c(/C=N/OC(=O)c2ccc(F)cc2)c2ccccc21	22	1	97	0	98	97	0	-1	-1	-31	0
COc1ccccc1/C=C/C(=O)NC(=S)N(C)C1CCCCC1	8	-4	100	0	99	99	2	-1	1	-53	0
Cc1cc(Nc2cc(F)ccc2C)n2ncnc2n1	13	-3	101	-2	100	99	-5	-1	-5	-12	0
O=C(CN1CCN(c2ccc(F)cc2)CC1)NCc1cccs1	11	-2	105	2	100	101	-2	-1	-3	-8	3
COc1ccc(NC(=O)C2CC(=O)OC23CCOC(C)(C)C3)cc1 (stereo not drawn)	12	0	108	0	122	113	-7	0	-6	-6	0
CC(C)(C)C(=O)NC(C(N)=O)=C(Cl)Cl	41	-6	104	3	104	106	-7	-11	-9	4	0
O=C(NC1CCS(=O)(=O)C1)C12CC3CC(CC(C3)C1)C2 (stereo not drawn)	14	0	96	-2	100	94	-7	-2	-3	7	-1
CC1CCN(C2(O)C(=O)Nc3ccc([N+](=O)[O-])cc32)CC1 (stereo not drawn)	29	-6	106	0	102	102	-14	3	-12	-12	-2
COC(C(=O)Nc1ccccc1F)c1ccccc1 (stereo not drawn)	11	-8	97	0	98	97	-10	1	-9	-12	0
CC(=O)C1=C(C)Nc2ncnn2C1c1ccc(Cl)cc1Cl (stereo not drawn)	36	-9	98	-4	100	99	-10	-4	-15	-28	-2
C/C(N)=C(/C#N)C(=O)COC(=O)C(NS(=O)(=O)c1ccc(Cl)cc1)C(C)O (stereo not drawn)	13	-2	100	0	101	98	1	-1	0	-9	0
CCOC(=O)CNC(=O)CN1C(=O)CC(c2ccccc2)S(=O)(=O)c2ccccc21 (stereo not drawn)	16	-3	?	0	103	100	-3	-2	-5	-11	-1
C=CCc1cccc2cc(C(=O)NC3CCCCC3)c(=O)oc12	11	0	109	-2	105	111	0	-3	4	6	-1
O=C(COC(=O)CC1CC2CCC1C2)NC(=O)NCc1ccco1 (stereo not drawn)	23	-5	97	0	99	98	-6	-3	-16	-29	2
CC1(C)CC(c2csc(N)n2)CCO1 (stereo not drawn)	17	-10	105	0	103	105	-5	-5	-9	-5	-3
COc1ccccc1CNC(=O)CN(c1cccc([N+](=O)[O-])c1)S(C)(=O)=O	16	-2	?	-1	102	100	0	0	7	-12	-1
CCN(CC)CCNC(=S)Nc1ccc2nc3n(c(=O)c2c1)CCCCC3	10	-3	96	-1	97	99	0	-4	-4	-32	-2
O=C(CN(c1ccccc1)S(=O)(=O)c1ccccc1)N/N=C/c1ccc(OC2CSC2)cc1	10	-12	99	-6	100	100	-11	-10	-7	-8	-9
O=C(c1ccccc1)c1sc(N2CCOCC2)nc1-c1ccccc1	14	-13	104	0	104	104	-3	-2	-5	2	3
Cc1cc2nc(/N=C(\N)NC(=O)N3c4ccccc4Sc4ccccc43)nc(C)c2cc1C	6	-2	103	1	105	104	0	-2	1	-39	-1
CCOC(=O)c1sc(NC(=O)c2ccc(S(=O)(=O)N(C)C)cc2)cc1C	32	-7	107	1	96	98	-13	0	-14	-13	1
COc1ccc2c(c1OC)C(=O)OC2CC(=O)c1ccc2c(c1)OCO2 (stereo not drawn)	17	-4	103	1	107	105	-7	-7	-9	5	-1
Cc1cccc(CSc2ccc3nnc(-c4cccnc4)n3n2)c1	5	-5	95	-5	100	96	-3	-1	-3	9	-3

Compound activity as filed in PubChem BioAssay.
